TDP1 inh – inhibitors of human tyrosyl-DNA phosphodiesterase TDP1 | 350,000 tested, 0.28% active | AID 485290 | Potency, µM (titrated, usually from 130 µM), for inactives: at the highest dose activity change, negative = inhibition, most hits filed as inhibitors | recombinant TDP1, AlphaScreen DNA substrate cleavage | Q9NUW8; further: nearly all actives have a fitted effect of over 40% in size
Target sequence (Q9NUW8 whole entry, looked up): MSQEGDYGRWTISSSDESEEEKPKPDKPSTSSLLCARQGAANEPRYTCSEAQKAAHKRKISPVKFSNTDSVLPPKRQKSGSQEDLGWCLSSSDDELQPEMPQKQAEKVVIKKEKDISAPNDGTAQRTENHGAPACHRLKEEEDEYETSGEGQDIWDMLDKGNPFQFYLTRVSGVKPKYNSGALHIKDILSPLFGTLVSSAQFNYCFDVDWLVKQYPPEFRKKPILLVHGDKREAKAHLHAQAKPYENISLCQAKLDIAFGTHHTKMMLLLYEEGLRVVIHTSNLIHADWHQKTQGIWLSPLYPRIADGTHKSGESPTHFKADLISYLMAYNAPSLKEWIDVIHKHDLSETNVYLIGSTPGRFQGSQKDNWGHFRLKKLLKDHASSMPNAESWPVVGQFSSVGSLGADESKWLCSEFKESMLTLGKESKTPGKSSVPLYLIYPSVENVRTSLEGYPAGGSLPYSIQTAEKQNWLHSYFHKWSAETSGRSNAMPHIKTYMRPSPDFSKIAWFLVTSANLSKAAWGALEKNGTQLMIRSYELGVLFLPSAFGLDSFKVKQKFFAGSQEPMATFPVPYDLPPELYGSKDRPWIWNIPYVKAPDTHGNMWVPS
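AlphaScreen read-out: signal falls as enzyme removes the 3' tyrosine-FITC from a 5'-biotinylated DNA oligo (15 nM, 5 min, RT). Enzyme was E. coli-made recombinant Tdp1 at 1 nM, exposed to compound for 15 min beforehand; beads 10 ug/ml, 10 min.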
GCN5L2 inh – blocks human GCN5L2 histone acetyltransferase; AID 504327; Potency, µM (highest dose often 58.9 µM), for inactives: top-dose activity change, negative = inhibition, hits mostly inhibitors; 390,000 tested, 0.21% active; GCN5L2 HAT assay, ThioGlo1 CoA-SH fluorescence; Q92830
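Fluorescence readout, Ex340nm/Em540nm: ThioGlo1 (50uM final) reacts with free CoA thiol released as 20nM GCN5L2 acetylates H3(1-25) peptide (75uM) using acetyl-CoA (70uM). Compound and enzyme sat 15 min beforehand; 20 min room-temperature reaction.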
DT40 TDP1 no CPT – qHTS for Inhibitors of human tyrosyl-DNA phosphodiesterase 1 (TDP1): qHTS in cells in absence of CPT. 420,000 tested, 15% active. DT40 Tdp1-/- hTDP1 cells, no CPT, ATP luminescence, 48 h. Potency, µM (doses to about 46.2 µM), for the others: top-dose activity change, negative = growth inhibition, usual class: inhibitors; further: nearly all actives have a fitted effect of over 55% in size
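Luminescent ATP content (CellTiter-Glo) served as the growth readout. Knockout chicken DT40 cells expressing human TDP1 were exposed to compounds without camptothecin for a minimum 48 hr at 37 °C.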
An asterisk follows results filed as active; ? = inconclusive; . = not tested or not shown; & = joins results of further samples; [ ] = another dose, or the depositor's remark. The call rests on the fitted dose curve; in most records, active means well fitted curve in the direction sought with a large enough effect; inconclusive means small, poorly fitted or top-dose-only effect, or another doubt; inactive means no such curve, though single readings can be large; an effect the other way counts as inactive or inconclusive. On the % scale 0 is the no-effect control and ±100 the full control effect; potency means the concentration at half of the fitted maximal effect. This is a subset; rates above refer to the full screens.

SMILES,TDP1 inh,DT40 TDP1 no CPT,GCN5L2 inh
O=C(CN(CC1CCCO1)C(=O)CNS(=O)(=O)c1ccc(Cl)cc1)NCc1ccco1 (stereo unspecified),.,-6%,-6%
CSc1nc(N(C)C)nc(N2CC(=O)N(CCNS(=O)(=O)c3ccc(C)cc3)C2=N)n1,3%,-25%,-1%
CN(CC(=O)Nc1ccc(F)c(Cl)c1)S(=O)(=O)c1cccc2nsnc12,-2%,18µM*,-4%
CN(C)c1c2ccccc2nc2c(F)c(F)c(F)c(F)c12,0%,21µM*,-9%
CCN(CC)C(=O)Cn1cc(C(=O)C(=O)NCCCN2CCOCC2)c2ccccc21,2%,-18%,-19%
O=C(Nc1ccc(-c2cn3c(n2)SCC3)cc1)c1ccco1,2%,-29%,3%
COCCNC(=O)CSc1nc2cc3c(cc2c(=O)n1Cc1ccc(C(=O)NCCc2ccc(OC)c(OC)c2)cc1)OCO3,-4%,21µM*,-2%
O=C(Nc1ccccc1)/C(=C/c1ccc(O)cc1)NC(=O)c1ccco1,3%,4%,-2%
Cc1ccc(C(=O)CSc2nc3ccccc3o2)cc1,.,-5%,-8%
Cc1ccc2cc(CN(CCCN(C)C)C(=O)NCc3ccccc3)c(=O)[nH]c2c1C,-4%,?,-2%
CCOC(=O)c1c(C)[nH]c(C(=O)COC(=O)CNC(=O)C2CCCCC2)c1C,5%,-15%,-1%
CCOC(=O)c1c(NC(NC(=O)C(C)C)C(Cl)(Cl)Cl)sc2c1CCC2 (stereo unspecified),2%,16µM*,-10%
COc1cc2nc(Cl)nc(NCCO)c2cc1OC,6%,-17%,-16%
Cc1ccc(N2C(=O)CC(Sc3nc4ccccc4o3)C2=O)cc1Cl (stereo unspecified),-3%,3.3µM*,-18%
CC(N=C(NC#N)Nc1ccncc1)C(C)(C)C (stereo unspecified),-10%[56.1 µM],?,-8%&1%&-15%&0%
CCNc1nc(C#N)nc(Nc2ccccc2)n1,0%,11µM*,.

Retrieved by compound from the list above, four records:
SMILES,TDP1 inh,DT40 TDP1 no CPT,GCN5L2 inh
CCNc1nc(C#N)nc(Nc2ccccc2)n1,0%,11µM*,.
COc1cc2nc(Cl)nc(NCCO)c2cc1OC,6%,-17%,-16%
Cc1ccc2cc(CN(CCCN(C)C)C(=O)NCc3ccccc3)c(=O)[nH]c2c1C,-4%,?,-2%
CSc1nc(N(C)C)nc(N2CC(=O)N(CCNS(=O)(=O)c3ccc(C)cc3)C2=N)n1,3%,-25%,-1%

More results follow:
SMILES,TDP1 inh,DT40 TDP1 no CPT,GCN5L2 inh
CCn1c(CNC(=O)COc2ccc(C(C)C)cc2)nnc1SCC(=O)Nc1ccc(F)cc1,4%,-21%,-10%
CCOC(=O)N1CCN(S(=O)(=O)N2CCCC(C(=O)NCCCN3CCCCC3CC)C2)CC1 (stereo unspecified),2%,3%,1%
Cc1ccccc1-n1c(=O)cc(NCc2ccc3c(c2)OCO3)[nH]c1=O,-8%,-13%,-8%
COC(=O)c1ccc(/C=C/c2c(-c3ccsc3)sc3ccccc23)cc1,.,?,-6%
CCC1(c2ccccc2)NC(=O)N(CC(=O)Nc2cccnc2Cl)C1=O (stereo unspecified),-5%,-1%,-1%
COc1ccc(-c2cc(C(=O)Nc3cc(C(F)(F)F)ccc3Cl)no2)cc1,4%,0%,-1%
O=C(CSc1nccc(=O)[nH]1)NC1CCCCCCC1,0%,12%,-2%
CC1CCCCN1S(=O)(=O)c1ccc(C(=O)Nc2ccccc2-c2nc3ccccc3s2)cc1 (stereo unspecified),-4%,-10%,-1%
c1csc(-c2nc(-c3ccc(-c4ccon4)s3)no2)c1,0%,?,-9%
Cc1c(C(=O)Nc2ccc(F)cc2)c2ccccn2c1CCc1ccncc1,0%,?,-11%
COc1ccc(CC(=O)OCC(=O)Nc2cccc(C(C)=O)c2)cc1OC,-6%,0%,-24%
Cc1ccccc1CC1(CO)CCCN(C(=O)c2cccc(Cl)c2)C1 (stereo unspecified),6%,?,-4%
Cc1ccc(CNC(=O)c2cc3cc(Br)ccc3oc2=N)cc1,3%,-20%,4%
CCOc1ccc(CNC(=O)c2cccn2-c2nnc(N3CCCCC3)s2)cc1OC,3%,16µM*,9%
CC(=NNC(=O)c1cccc(S(=O)(=O)N2CCCC2)c1)c1ccccc1,-4%,-7%,-2%
CCc1ccc(CNC(=O)c2ccc(NC(=O)N3CC(C)Sc4ccccc43)cc2)cc1 (stereo unspecified),3%,9.2µM*,-3%
CCOC(=O)/C(C#N)=C\c1c(C)cc(C)c(COC(C)=O)c1C,1%[56.1 µM],-11%,0%
COc1ccc(CCC(=O)OCC(=O)Nc2sccc2C(N)=O)cc1OC,-3%,?,0%
COc1ccc(-n2c(=O)cc(N3CCN(Cc4ccccc4)CC3)[nH]c2=O)cc1,-3%,-1%,-1%
CCOC(=O)C1=C(C)NC(=S)N(C(C)=O)C1c1ccc(Cl)cc1 (stereo unspecified),14%[56.1 µM],-13%,1%
CC1=C(C(=O)OC2CCCCCC2)C(c2c(F)cccc2Cl)CC(=O)N1 (stereo unspecified),0%[12.3 µM],16µM*,-4%
CCn1cc(C(=O)O)c(=O)c2cnc(N3CCN(C(=S)NC(=O)c4ccc(Br)cc4)CC3)nc21,-2%,0%,-12%
COc1ccccc1NC(=O)CCC(=O)c1ccc(-c2ccccc2)cc1,3%,23µM*,-10%
Cc1cc(NC(=O)c2ccc([N+](=O)[O-])cc2)no1,6%,-16%,3%
Cc1ccc(S(=O)(=O)N(C)CC(=O)OCC(=O)c2c(N)n(C)c(=O)n(C)c2=O)cc1,-3%,-16%,-3%
COc1cccc(-n2nnc3c(=O)n(CC(=O)N4CCCc5ccccc54)cnc32)c1,0%,?,-3%
O=C(N/N=C/c1cc(Cl)cc([N+](=O)[O-])c1O)c1cc(-c2ccccn2)nc2ccccc12,.,15µM*,-5%
Cc1cc(C)nc(NS(=O)(=O)c2ccc(N3C(=O)c4ccccc4C3=O)cc2)n1,3%,-18%,1%
CC(NC(=O)c1ccccc1F)C1CC1 (stereo unspecified),0%,-25%,-4%
Cc1cc(=O)oc2c(C)c(OC(C)C(=O)NCC3CCC(C(=O)O)CC3)ccc12 (stereo unspecified),.,0%,?
O=C(c1cccs1)N1CCN(Cc2ccccc2)CC1,-3%,-3%,2%
CCCc1oc2ccc(NS(=O)(=O)c3ccc(OC)cc3)cc2c1C(=O)OCC,5%,1.2µM*,-14%
CCN(CC)c1ccc(NC(=O)CSc2nnc(N)s2)cc1C,3%,-12%,-4%
CC(Sc1nnc(C2CC2)n1C1CC1)C(=O)Nc1ccc(C(N)=O)cc1 (stereo unspecified),1%[56.1 µM],23%,-10%
CCC(C)CCCCNC1=NCCS1 (stereo unspecified),5%,?,-6%
Cc1ccc(S(=O)(=O)CCSc2n[nH]c(=O)n2-c2ccccc2)cc1,0%,?,0%
Cc1cccc(N2CCN(C(=O)c3sc4nc5n(c(=O)c4c3C)CCC5)CC2C)c1 (stereo unspecified),1%,13µM*,-4%
O=C1CN(C(=O)CNCc2cccc(Cl)c2)c2ccccc2N1,-5%,6%,1%
CCOC(=O)c1ccc(NC(=S)N(CCCN2CCCCC2)Cc2ccco2)cc1,5%,?,3%
O=C(NNC(=O)c1nc(Cl)ccc1Cl)c1ccc(F)cc1,2%,-28%,-7%
CC(COc1cccc2ccccc12)CN1CCN(C)CC1 (stereo unspecified),-1%,?,-2%
O=C(O)c1ccccc1C(=O)NCCc1c(C(=O)O)[nH]c2ccc(F)cc12,-1%,-4%,-3%
COc1ccc(OC)c(NC(=O)c2c(C)oc3ncnc(N4CCOCC4)c23)c1,5%,?,19%
O=C(Nc1ccccc1-c1nnn(CC(=O)N2CCCc3ccccc32)n1)c1ccc(Cl)cc1,0%,?,-14%
COc1cc(OC)c(C(=O)Nc2ccc(N(C)C)cc2)cc1OC,10%,-23%,.
Cc1ccc(-c2cn3cccnc3n2)cc1NC(=O)c1cccs1,1%,?,-26%
C=CCn1c(SCC(=O)Nc2ccccc2F)nnc1C(C)NC(=O)c1ccccc1F (stereo unspecified),-1%,7%,-6%
COc1ccc(Cl)cc1NC(=O)NCCn1c(=O)oc2ccc(C)cc21,5%,?,-8%
Cc1cc(Cl)ccc1NC(=O)CN(C)C1=NS(=O)(=O)c2ccccc21,-2%[56.1 µM],2%,5%
Nc1n[nH]c(N)c1N=Nc1cccc(C(F)(F)F)c1,.,-11%,?
COc1ccc(CN(C(=O)COc2ccccc2)c2ccccc2C(=O)O)cc1,.,-7%,-5%
CCOc1ccccc1C1NC(=O)NC(C)=C1C(=O)OC1CCCCC1 (stereo unspecified),5%,?,-6%
Nc1[nH]n(-c2ccccc2)c(=O)c1N=Nc1ccc2c(c1)OCO2,.,?,-10%
CCN(CC)CCNC(=O)c1ccc(N2CCCCC2)c(NS(=O)(=O)c2ccc(C)cc2)c1,0%,21µM*,0%
c1coc(-c2nnc(-c3ccco3)nn2)c1,.,12µM*,-22%
Cc1ccc(N(CC(=O)NC2CCCCC2)C(=O)Cn2nnc(-c3ccc(C)o3)n2)cc1,2%,3%,-28%

Continuation:
SMILES,TDP1 inh,DT40 TDP1 no CPT,GCN5L2 inh
COc1ccc(CNC(=O)CN(C(=O)CCC(=O)Nc2nccs2)c2ccc3c(c2)OCO3)cc1,.,-24%,-5%
Cc1cc(NC(=O)C(C)Sc2nnc(NCc3ccco3)s2)no1 (stereo unspecified),-5%,0%,-3%
CCC(C)NC(=O)NC1C(NC(=O)NC(C)CC)N(C)C(=O)N1C (stereo unspecified),7%,-9%,-6%
COc1cc(C2CC(=O)Oc3c(C(C)C)ccc(C)c32)cc(OC)c1OC (stereo unspecified),5%,.,-7%[88.6 µM]
CC(=O)CSc1nnc(-c2ccncc2)n1C,-6%,-11%,0%
COc1ccc(Cl)cc1NC(=O)CSc1nncn1-c1cccnc1,3%,-5%,-4%
CCc1ccccc1NC(=O)CCC(=O)Nc1nnc(C(C)C)s1,1%,18%,-4%
Fc1ccc(-n2nnc(-c3ccccc3)n2)cc1,.,20%,4%

Complete entries as entered above:
Results for Fc1ccc(-n2nnc(-c3ccccc3)n2)cc1 = TDP1 inh: .; DT40 TDP1 no CPT: 20%; GCN5L2 inh: 4%
Results for CCc1ccccc1NC(=O)CCC(=O)Nc1nnc(C(C)C)s1 = TDP1 inh: 1%; DT40 TDP1 no CPT: 18%; GCN5L2 inh: -4%

Next part.
SMILES,TDP1 inh,DT40 TDP1 no CPT,GCN5L2 inh
CCOC(=O)c1c(C)oc2nc(C)nc(N3CCN(c4ccc(C)cc4C)CC3)c12,4%,?,-1%
COCCc1ccc(OC[C@H](O)CNC(C)C)cc1,-3%[21 µM],.,-2%
COc1ccccc1-c1nnc(SC)n1C,1%,-7%,-10%
O=C1CCC(=O)N1c1ccccc1-c1ccccc1,-1%,5%,-3%
CCC(C)N(C(=O)COc1ccccc1C(=O)NCc1ccccc1)C1CCS(=O)(=O)C1 (stereo unspecified),5%,-2%,-1%
N/C(=N\O)C1COc2ccccc2O1 (stereo unspecified),4%,7%,-8%
COc1ccc2c(c1)c1c(c(=O)n(-c3ccccc3C)c(=O)n1Cc1c(F)cccc1Cl)n2C,6%,-26%,0%
CCOc1ccc(CCNC(=O)CN2C(=O)COc3ccc(S(=O)(=O)N4CCOCC4)cc32)cc1,3%,-22%,-18%
CCCNC(=O)C1CCN(S(=O)(=O)c2ccc3nc4c(c(C(=O)O)c3c2)CCCCC4)CC1,0%,-2%,4%
CCC(C)C(=O)Nc1nnc(SCC(=O)Nc2ccc(F)cc2)s1 (stereo unspecified),11%,?,-2%
Cc1ccc(C(=O)O)cc1NC(=O)c1ccc2c(c1)C(=O)N(c1ccc([N+](=O)[O-])cc1)C2=O,.,3%,0%
CCOc1cccc(CN2CCC(Oc3ccc(C(=O)N4CCCC4)cc3)CC2)c1,2%,-15%,-17%
Cc1cccc(OCCCC(=O)NNC(=O)c2ccccn2)c1,2%,7.3µM*,-7%
COc1ccc(-n2c(SCC(=O)Nc3cc(C)on3)nc3c([nH]c4ccccc43)c2=O)cc1,.,-8%,-2%
C=CCNC(=O)CSc1nc2sc(C)c(C)c2c(=O)[nH]1,3%,?,-7%
